GAA glycogen mod: alters human alpha-glucosidase cleavage of glycogen | P10253 | actives 0.38% (n = 300,000) | Potency, µM (titrated, usually from 76.4 µM), without a hit: at the highest dose activity change, negative = inhibition, hits mostly inhibitors | recombinant GAA, glycogen substrate, Amplex Red glucose oxidase fluorescence;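 further: 0% = full enzyme reaction and -100% = no-enzyme basal signal; the screen sought inhibitors and activators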
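Recombinant enzyme (4 nM final) with compounds titrated up to 77 uM and bovine liver glycogen (30 ug) in citrate pH 5.0, 0.01% Tween-20, 37 C 40 min. Released glucose detected by Amplex Red/glucose oxidase (Ex 573/Em 610); AC50 from Hill fits.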
TRb SRC2 PPI: inhibitors of human thyroid hormone receptor beta-SRC2 interaction. P10828. TRbeta-SRC2 peptide binding, fluorescence polarization; receptor liganded with 1 µM T3. Potency, µM (doses to about 106 µM), for inactives: top-dose activity change, negative = inhibition, hits mostly inhibitors. actives 0.065% (n = 280,000). AID 1469;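 further: plate controls were bound peptide for no effect and peptide without receptor for full effect; nearly all actives have a fitted effect of over 50% in size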
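Quantitative HTS by FP: 0.6 uM TRb LBD, 20 nM labeled SRC2 20-mer, 1 uM T3, 5% DMSO; 5 hr ambient incubation; % activity per concentration and potencies from concentration series.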
L3MBTL1 block: inhibitors of human L3MBTL1; AlphaScreen L3MBTL1–H3K9me1 peptide binding; AID 485360; Q9Y468; Potency, µM (doses to about 57.1 µM), for the others: at the highest dose activity, negative = inhibition, hits mostly inhibitors; actives 0.66% (n = 230,000); further: nearly all actives have a fitted effect of over 60% in size
Target sequence (Q9Y468 whole entry, looked up): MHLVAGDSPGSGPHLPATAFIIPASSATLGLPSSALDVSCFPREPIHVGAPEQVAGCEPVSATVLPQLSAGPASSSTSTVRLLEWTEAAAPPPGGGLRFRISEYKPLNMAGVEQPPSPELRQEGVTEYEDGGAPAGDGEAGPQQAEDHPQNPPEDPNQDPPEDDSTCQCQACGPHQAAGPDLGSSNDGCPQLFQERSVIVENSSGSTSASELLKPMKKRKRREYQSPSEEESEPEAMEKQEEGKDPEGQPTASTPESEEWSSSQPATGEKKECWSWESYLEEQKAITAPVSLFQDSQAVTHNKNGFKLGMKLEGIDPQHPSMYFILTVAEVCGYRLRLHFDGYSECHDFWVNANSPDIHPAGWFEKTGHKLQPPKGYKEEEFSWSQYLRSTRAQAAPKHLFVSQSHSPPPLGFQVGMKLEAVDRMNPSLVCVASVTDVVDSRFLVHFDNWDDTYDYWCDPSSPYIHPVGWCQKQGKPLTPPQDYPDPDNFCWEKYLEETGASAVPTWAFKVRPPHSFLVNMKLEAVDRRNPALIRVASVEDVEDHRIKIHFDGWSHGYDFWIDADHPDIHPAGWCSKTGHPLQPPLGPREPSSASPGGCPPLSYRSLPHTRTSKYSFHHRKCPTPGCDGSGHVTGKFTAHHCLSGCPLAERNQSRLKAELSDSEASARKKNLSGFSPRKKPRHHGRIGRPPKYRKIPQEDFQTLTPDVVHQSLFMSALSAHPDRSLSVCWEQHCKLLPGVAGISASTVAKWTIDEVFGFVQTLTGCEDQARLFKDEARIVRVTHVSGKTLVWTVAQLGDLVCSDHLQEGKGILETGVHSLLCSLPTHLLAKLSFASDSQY
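L3MBTL1 (50 nM) pre-complexed 30 min with biotinylated H3(1-15)K9me1 peptide (75 nM), then compounds added for 30 min at room temperature; AlphaScreen streptavidin donor/nickel chelate acceptor beads (10 ug/mL final) read after 30 min dark incubation.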
GAA inh: inhibitors of human lysosomal alpha-glucosidase. purified human GAA, 4-MU-alpha-glucoside fluorescence. Potency, µM (doses to about 76.9 µM), without a hit: at the top dose activity change, negative = inhibition, hits mostly inhibitors. actives 0.005% (n = 200,000). AID 1466;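 further: plate controls were uninhibited enzyme wells for no effect and no-enzyme background for full effect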
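Fluorogenic assay: 4 nM human alpha-glucosidase with 400 uM 4-methylumbelliferyl-alpha-D-pyranoside in 50 mM citrate/phosphate, 0.005% Tween-20, pH 5.0, 20 min at room temperature. Compounds tested up to 77 uM; AC50 from Hill fits.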
GoLoco inh red: inhibitors of human Gai1-RGS12 GoLoco interaction (red fluorophore). P63096. Gai1:RGS12 GoLoco peptide FP, rhodamine, 10 min. Potency, µM (titrated, usually from 61.6 µM), for inactives: top-dose activity, negative = inhibition, usual class: inhibitors. actives 0.44% (n = 230,000); active means well fitted inhibition curve with a large enough effect, not every such curve was filed as active; inactive means no such curve, though single readings can be large or run the other way; further: nearly all actives have a fitted effect of over 30% in size; many of its hits are not listed in these tables
aGlu spleen mod: inhibits or activates alpha-glucosidase in human spleen homogenate | human spleen homogenate, 4-MU-alpha-glucoside fluorescence | Potency, µM (series often up to 79.9 µM), inactives show at the highest dose activity change, negative = inhibition, most hits filed as inhibitors | actives 0.006% (n = 240,000) | AID 2112;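 further: 0% = enzyme with vehicle and -100% = no enzyme basal signal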
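AC50 values come from Hill-equation fits of concentration-response data, normalized to no-enzyme and full-activity controls. Enzyme source: 1 ug human spleen homogenate; 1 mM fluorogenic 4-MU glucoside, pH 5.0 citrate buffer, 37 C, 40 min.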
RECQ1 helicase: inhibitors of human RECQ1 DNA helicase; RECQ1 DNA unwinding, red fluorescence kinetic read; AID 2549; actives 0.54% (n = 240,000); Potency, µM (highest dose often 57.3 µM), inactives show at the highest dose activity, negative = inhibition, most hits filed as inhibitors;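 further: plate controls were vehicle for no effect and no enzyme for full effect; nearly all actives have a fitted effect of over 30% in size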
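RECQ1T1 50 nM; forked duplex (20 bp + 30-nt ss tails) 200 nM, ATP 2 mM final; pH 8.0, 2 mM MgCl2, 2.5 ug/ml poly(dI-dC); 15 min compound preincubation; discontinuous kinetic read over 2 h at RT.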
TexasRed fluor: Texas Red fluorescence interference in TRb-SRC2 counter-screen | TRb/SRC2 Texas Red total fluorescence interference | actives 0.29% (n = 280,000) | Potency, µM (titrated, usually from 106 µM), for the others: top-dose fluorescence change, negative = quenching; active means well fitted curve in either direction with a large enough effect; inconclusive means small, poorly fitted or top-dose-only effect
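Human TRb ligand-binding domain at 0.6 uM with 20 nM Texas Red SRC2 peptide in Tris buffer containing 1 uM T3 and 5% DMSO, incubated with compound 5 h at ambient temperature. Total fluorescence (555/632 nm) calculated as parallel + 2 × perpendicular.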
The depositor's hits bear a star; i = inactive; ? = inconclusive; . = no result given; [ ] = another dose, or the depositor's remark. Unless noted, the call rests on the fitted dose curve; in most records, active means well fitted curve in the direction sought with a large enough effect; inconclusive means small, poorly fitted or top-dose-only effect, or another doubt; inactive means no such curve, though single readings can be large; an effect the other way counts as inactive or inconclusive. Unless noted, on the % scale 0 is the no-effect control and ±100 the full control effect; potency means the concentration at half of the fitted maximal effect. These rows are one share of the data, so the mix of outcomes need not match the whole.

Compound	GAA glycogen mod	TRb SRC2 PPI	L3MBTL1 block	GAA inh	GoLoco inh red	aGlu spleen mod	RECQ1 helicase	TexasRed fluor
CC1CCCN(c2nc3ccccc3nc2C(C#N)S(=O)(=O)c2cccs2)C1 (centres undefined)	7%	-7%	.	-1%	-7%	-1%	-9%	-3%
CC1(C)N(OCc2ccccc2)C(=O)C(=O)N(OCc2ccccc2)C1(C)C	3%	-5%	.	-9%	2%	-7%	i	-3%
COc1ccc(-c2cc(C)nc(SCC(=O)c3cccc([N+](=O)[O-])c3)n2)cc1	-5%	-14%	-13%	?	-1%	-16%	-4%	-3%
O=C(Cn1cnc([N+](=O)[O-])n1)NCCO	5%	11%	2%	.	0%	0%	-11%	2%
CCOC(=O)CCc1c(C)nc2cc(-c3ccc(Cl)cc3)[nH]n2c1=O	1%	7%	.	-2%	4%	2%	-18%	2%
Cc1ccc(S(=O)(=O)N2CCN(C)CC2)cc1-c1nnc2c3ccccc3c(C)nn12	3%	1%	7%	-2%	.	6%	0%	-1%
COc1ccc(NC(=O)c2cccnc2Cl)c(S(=O)(=O)N2CCOCC2)c1	3%	0%	.	-14%	-1%	7%	-14%	-4%
C=CCNC(=O)c1ccc(OC2CCN(S(=O)(=O)N(C)C)CC2)cc1	1%	-3%	-6%	12%	1%	-7%	0%	-1%
COc1ccc(Nc2nc(OC)nc(N3CCOCC3)n2)cc1	-14%	3%	2%	-1%	12%	-6%	-5%	-2%
O=C(COC(=O)/C=C/c1cccc(Cl)c1)NCCc1ccccc1	0%	3%[53 µM]	11%	4%	-4%	-2%	2%	-2%[53 µM]
c1ccc(SSc2ccccc2)cc1	5%	-3%	-1%	9%[15.4 µM]	8%	4%	-3%	1%
COC(=O)Cn1cnc2c(cnn2-c2ccccc2)c1=O	-9%	-2%	.	-3%	1%	-9%	0%	0%
C=C(C)C(=O)OCCOC(=O)C(=C)C	.	-1%	.	.	.	7%	-9%	-2%
CC(=O)Nc1ccc(S(=O)(=O)Oc2ccc(/C=C3\SC(N)=NC3=O)cc2)cc1	4%	12%	.	0%	-8%	-2%	i	-3%
CCN(CC)c1ccc(/C=C/C(=O)c2cccnc2)cc1	-17%	-3%	-14%	-6%	-6%	3%	0%	-4%
COC(=O)c1ccccc1NC(=O)CN1CCN(C(=O)c2ccco2)CC1	3%	1%	.	-4%	-1%	7%	-2%	3%
COc1ccccc1/C=C/C(=O)N1CCCC1	-6%	-2%	-19%	6%	9%	5%	-1%	-2%
CSc1ccc(Cl)c(C(=O)Nc2ccc(OCC(N)=O)cc2)c1	4%	-4%	1%	5%	.	5%	i	3%
Cc1[nH]n(-c2ccccc2)c(=O)c1C=Nc1cccc(F)c1	4%	-4%	-22%	.	11%	-2%	i	-5%
COc1ccc(C/C(C)=N/NC(=O)c2ccc(C)cc2C)cc1	8%	-3%	7%	-9%	3%	9%	-4%	-1%
Nc1cc2c(cc1O)CCCC2	?	-7%	?	?	70%[activator]	8%	-6%	-8%
COc1ccc(S(=O)(=O)N2CCN(C(=O)c3ccco3)CC2)cc1OC	-4%	3%	.	?	14%	-6%	-5%	-1%
COc1ccccc1N1CCN(S(C)(=O)=O)CC1	-6%	9%	.	-2%	5%	-5%	-3%	1%
OCCC1CN(Cc2cccn2-c2nccs2)CCN1Cc1ccc(F)c(F)c1 (centres undefined)	9%	6%	-18%	.	1%	-1%	i	-3%

One compound at a time (already shown):
Entry for COc1ccc(S(=O)(=O)N2CCN(C(=O)c3ccco3)CC2)cc1OC = GAA glycogen mod: -4%; TRb SRC2 PPI: 3%; L3MBTL1 block: .; GAA inh: ?; GoLoco inh red: 14%; aGlu spleen mod: -6%; RECQ1 helicase: -5%; TexasRed fluor: -1%
Entry for COC(=O)c1ccccc1NC(=O)CN1CCN(C(=O)c2ccco2)CC1 = GAA glycogen mod: 3%; TRb SRC2 PPI: 1%; L3MBTL1 block: .; GAA inh: -4%; GoLoco inh red: -1%; aGlu spleen mod: 7%; RECQ1 helicase: -2%; TexasRed fluor: 3%

Next section:
Compound	GAA glycogen mod	TRb SRC2 PPI	L3MBTL1 block	GAA inh	GoLoco inh red	aGlu spleen mod	RECQ1 helicase	TexasRed fluor
CCOC(=O)c1oc2cccc(OC(C)=O)c2c1C	5%	-4%	14%	-10%	7%	-3%	-6%	-1%
COc1ccc(NS(=O)(=O)c2cc(NC(=O)CC3CCCC3)ccc2N2CCOCC2)cc1	-6%	6%	-24%	-1%	11%	1%	-5%	-2%
NC1=NC(=O)/C(=C\C=C\c2ccccc2)S1	-3%	10%	2%	-1%	16%	-4%	-3%	5%
CCOP(=O)(OCC)C(NC(=O)c1cc([N+](=O)[O-])cc([N+](=O)[O-])c1)C(F)(F)F (centres undefined)	-7%	8%	.	-7%	-6%	4%	0%	-3%
Cc1ccc(C)c(NC(=O)C(Sc2nc3ccc(C)cc3[nH]2)c2ccccc2)c1 (centres undefined)	10%	-4%	1%	6%	-6%	8%	-10%	-2%
Cc1ccc(S(=O)c2ccc(NC(=O)C3CC3)cc2C#N)cc1 (centres undefined)	-3%	1%	25%	1%	-10%	1%	-8%	-1%
CCN1CCN(c2cc(C)c3cc(NC(=O)Cc4ccc(OC)c(OC)c4)ccc3n2)CC1	-2%	-10%	7%	-2%	4%	0%	-2%	-1%
O=C(C1CCC1)N1CCc2cc(S(=O)(=O)NCc3cccnc3)ccc21	-1%	0%	-3%	3%	1%	-8%	-7%	-1%
CCCc1nn(C)c2c(=O)[nH]c(-c3cc(S(=O)(=O)Nc4ccc(NC(C)=O)cc4)ccc3OCC)nc12	-10%	8%	-4%	.	-3%	3%	-1%	-3%
CC1=NNC(=O)C1CC(=O)N/N=C/c1ccc(C)o1 (centres undefined)	-28%	-9%	.	.	9%	-5%	-1%	0%
CN1CCC(N(C)C(=O)/C=C/c2cn(-c3ccccc3)nc2-c2cccs2)CC1	1%	-12%	-7%	-10%	16%	-3%	-2%	-1%
COc1ccc(C(=O)NC(=S)NCc2cccnc2)cc1Br	17%	2%	-8%[11.4 µM]	1%	11%	12%	i	-1%
CCOc1ccc(CN2CCN(CC3=Cc4cccc(OC)c4OC3)CC2CCO)cc1 (centres undefined)	-5%	2%	3%	1%	7%	5%	i	-2%
CCOC(=O)N1CCN(CC(=O)N2c3ccccc3CC2C)CC1 (centres undefined)	14%	-3%	6%	6%	-2%	-1%	0%	-1%
N/C(=N\OC(=O)CCC1CCCC1)c1cccnc1	-4%	-8%	15%	1%	11%	0%	-16%	-1%
CC(C)(C)S(=O)(=O)c1cnc(-c2ccccn2)nc1N	11%	3%	-19%	.	-3%	-4%	-4%	-1%
COc1ccc2cc(CCNC(=O)c3cccs3)c(=O)[nH]c2c1	4%	0%	2%	-5%	-4%	0%	-4%	1%
O=C(c1ccco1)N1CCN(C(=O)c2ccc(COc3ccc4c(c3)CCC4)o2)CC1	7%	0%	-11%	5%	2%	-1%	-6%	0%
CC(=O)Nc1ccc(S(=O)(=O)N2N=NC3C2C2CC4C3(CN(C(=O)OC(C)(C)C)S4(=O)=O)O2)cc1 (centres undefined)	.	-1%	.	.	.	-4%	i	-2%
Cc1cc(C)c(Cc2c(C)nc3c(C(=O)NCc4ccco4)cnn3c2C)c(C)c1	-3%	0%	.	-13%	-20%	1%	i	0%
Nc1nc(COc2ccc(F)cc2)nc(N2CCCCC2)n1	2%	2%	-23%	1%	-7%	.	-3%	-2%
CC(=O)Nc1ccc(N2CCOCC2)c([N+](=O)[O-])c1	4%	-1%	5%	4%	7%	-1%	13%	0%
O=S(=O)(c1ccc(Cl)c(C(F)(F)F)c1)N1CCN(CC(O)COCC2CCCO2)CC1 (centres undefined)	4%	1%	5%	4%	-2%	2%	-7%	-6%
CCNC(=O)COc1ccc2ccccc2c1	5%	-29%	8%	8%	-2%	-2%	-18%	1%
CCOC(=O)c1cccc(NC(=O)C2CCC(CNc3c(N4CCOCC4)c(=O)c3=O)CC2)c1 (centres undefined)	13%	-22%	.	-4%	11%	-1%	i	1%
C/C(=N\NC(=O)CSc1nnc(C)s1)c1ccc(Cl)cc1	-5%	4%	3%	3%	-7%	3%	-9%	-2%
CCO[C@@H]1OC(C(=O)NCc2nc3ccccc3[nH]2)=C[C@H](c2cn(C(C)=O)c3ccccc23)[C@H]1CCCO	2%	0%	-10%	.	43%[activator]	7%	-7%	0%
CC(=O)C1=C(C)NC(SCC(=O)c2ccc(Cl)cc2Cl)=C(C#N)C1c1ccco1 (centres undefined)	?	-2%	-4%	-9%	37%[activator]	-16%	i	4%
CC(=O)Nc1ccc(S(=O)(=O)Nc2nnc(C(C)(C)C)s2)cc1	4%	-8%	.	-3%	-11%	9%	-8%	-3%
COCCn1c(SCC(=O)N2CCc3ccccc3C2)nc2ccccc2c1=O	17%	5%	4%	3%	-2%	0%	-3%	-3%
S=c1nc(-c2cccc(Br)c2)[nH][nH]1	?	11%	-3%	-5%	-3%	1%	-4%	4%
CS(=O)(=O)c1ccc(Cl)c(NC(=O)Cc2c(F)cccc2Cl)c1	1%	5%	7%	9%	-5%	10%	i	-1%
CC1CCN(C(=O)CSc2ccc(-c3ccc(F)cc3)nn2)CC1	2%	-6%	-2%	-8%	2%	-2%	-4%	-3%
Cc1cccc(-n2c(CCn3nc(C)c([N+](=O)[O-])c3C)n[nH]c2=S)c1	-1%	-11%	.	6%	11%	3%	11%	0%
CC(=O)C1=C(O)C(=O)N(c2nccs2)C1c1ccc(F)cc1 (centres undefined)	-4%	-3%	9%	-3%	3%	-2%	i	-3%

High-throughput results: PubChem BioAssay, National Center for Advancing Translational Sciences (NCATS)
